KB-V1 cytotox: kills drug-selected multidrug resistant KB-V1 cells | KB-V1 MDR cells viability, CellTiter-Glo, 72 h | Potency, µM (top dose mostly 46.1 µM), without a hit: at the top dose activity change, negative = cytotoxicity, most hits filed as cytotoxic | 3.4% of 400,000 active | AID 1347076; note: potency is the fitted concentration of half-maximal effect; % is set by controls: 0 for no effect and ±100 for the full control effect; nearly all actives have a fitted effect of over 60% in size
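KB-V1 MDR subline cells in DMEM (phenol-red free, 10% FBS) exposed to compounds in qHTS concentration series for 72 h at 37 degrees C. Viability read by CellTiter-Glo luminescence; concentration-effect curves fitted after normalization and correction.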
aSyn rescue: alpha-synuclein toxicity inhibition in yeast; Yeast expressing alpha-synuclein, growth rescue, BacTiter-Glo, 24 h; Potency, µM (doses to about 46.1 µM), for the others: top-dose growth rescue (activation), actives largely listed as activators; 0.14% of 370,000 active; AID 652106; note: potency is the fitted concentration of half-maximal effect; % of control where 0% means no effect; nearly all actives have a fitted effect of over 65% in size
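Screening used galactose-induced yeast with toxic alpha-synuclein levels, exposed to compound for 24 hr at 30 deg C. Cell growth, read with BacTiter-Glo luminescence, gave the measured signal.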
D3 ag: activates the human D3 dopamine receptor. D3R DiscoveRx beta-arrestin cells, luminescence, 90 min. P35462. max activation, %. AID 652048. 0.58% of 410,000 active; in the data active = max activation above about 30%; note: 0% is about no effect; mostly tested at two doses, the higher about 12 µM
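Cells at 1500/well, incubated overnight, then treated with pinned compounds (dopamine as control) for 90 min at 37 degrees C. DiscoveRx reagent added for 30 - 60 minutes at room temperature; luminescence read.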
GLP1R cytotox: cytotoxicity in counter-screen for GLP-1R inverse agonists. HEK293 cAMP-luciferase reporter cells, luminescence, 24 h. Potency, µM (top dose mostly 38.3 µM), for inactives: at the highest dose activity change, negative = inhibition, most hits filed as inhibitors. 0.13% of 410,000 active;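 note: loss of luciferase light is scored as toxicity; potency is the fitted concentration of half-maximal effect; % is set by controls: 0 for no effect and ±100 for the full control effect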
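Seeding density was 200 cells/uL; after overnight-length (12 h) culture, 23 nL compounds went on for 24 h at 37 °C. Readout used a luciferase detection reagent, luminescence taken after 12 min at room temperature.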
PTHR1 agonist: PTHR1 (human) receptor agonism. Q03431. 0.075% of 410,000 active. Potency, µM (highest dose often 115 µM), without a hit: top-dose activation, most hits filed as activators. HEK293 GP2 PTHR1 cells, GloSensor cAMP luminescence, 1 h; note: potency is the fitted concentration of half-maximal effect; nearly all actives have a fitted effect of over 55% in size; some results filed as inactive show a strong effect at the top dose; inactives centre near -15; many of its hits are not listed in these tables
Target sequence (Q03431 whole entry, looked up): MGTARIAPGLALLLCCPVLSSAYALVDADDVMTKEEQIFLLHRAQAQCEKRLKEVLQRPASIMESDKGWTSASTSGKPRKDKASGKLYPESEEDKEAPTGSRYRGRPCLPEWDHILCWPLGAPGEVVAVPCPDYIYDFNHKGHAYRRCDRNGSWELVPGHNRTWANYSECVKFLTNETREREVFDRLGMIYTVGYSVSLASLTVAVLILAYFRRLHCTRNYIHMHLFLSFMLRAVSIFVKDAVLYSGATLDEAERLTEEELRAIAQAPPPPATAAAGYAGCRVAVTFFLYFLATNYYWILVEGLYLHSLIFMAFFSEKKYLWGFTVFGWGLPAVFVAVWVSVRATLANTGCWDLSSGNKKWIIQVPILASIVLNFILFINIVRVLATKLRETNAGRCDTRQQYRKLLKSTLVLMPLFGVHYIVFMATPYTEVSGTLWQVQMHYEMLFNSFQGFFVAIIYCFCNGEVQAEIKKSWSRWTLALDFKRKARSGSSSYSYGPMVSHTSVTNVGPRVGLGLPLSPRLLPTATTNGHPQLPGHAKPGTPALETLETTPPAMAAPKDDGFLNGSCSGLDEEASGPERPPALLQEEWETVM
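HEK-293-derived GP2 cells expressing PTHR1 and a GloSensor cAMP reporter, 3,000/well, plated overnight, given luciferin plus IBMX (each 0.5 mM as added) for 1 h at 37 °C, then compound for 1 h at 37 °C. Luminescence was read after 15 min at room temperature.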
GLP1R inv ag: inverse agonists of human GLP-1 receptor. P43220. HEK293 GLP-1R CRE-luciferase, luminescence, 24 h; GLP-1R form is constitutively active. Potency, µM (top dose mostly 38.3 µM), for inactives: at the top dose activity change, negative = inhibition, hits mostly inhibitors. 1.6% of 410,000 active. AID 624417; note: potency is the fitted concentration of half-maximal effect; % is set by controls: 0 for no effect and ±100 for the full control effect; nearly all actives have a fitted effect of over 55% in size
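GLP-1R inverse agonism mode: basal reporter luminescence in engineered HEK293 cells measured after one day of compound exposure at 37 deg C, with a 12 min room-temperature detection step.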
TDP43 rescue: TDP-43 toxicity inhibition in yeast; 1.8% of 410,000 active; TDP-43 expressing yeast growth rescue, BacTiter-Glo, 24 h; AID 652104; Potency, µM (doses to about 46.1 µM), for the others: at the highest dose growth rescue (activation), most hits filed as activators; note: potency is the fitted concentration of half-maximal effect; % of control where 0% means no effect; nearly all actives have a fitted effect of over 50% in size
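Cell-based yeast growth screen: TDP-43 expression induced in galactose, inoculum OD600=0.02 after raffinose pregrowth to mid-log. Read-out BacTiter-Glo luminescence at 24 hr, 30 deg C; inhibition of toxicity seen as signal increase.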
GLP-1R agonist: activates the human GLP-1 receptor; Potency, µM (series often up to 45.6 µM), without a hit: at the top dose activation, hits mostly activators; 0.007% of 380,000 active; AID 624172; HEK293 GLP-1R CRE-luciferase, luminescence, 4-6 h; cells express a hypersensitive GLP-1R form; P43220; note: potency is the fitted concentration of half-maximal effect; % of control where 0% means no effect
D3 antag: D3 dopamine receptor (human) antagonism; P35462; D3R cells, DiscoveRx beta-arrestin luminescence, antagonist mode; active compounds read low; max response, negative = inhibition, %; 2.5% of 360,000 active; AID 652054; in the data active = max response below about -50%; inconclusive = no clear call, values can overlap the other calls; note: % is set by controls: 0 for no effect and ±100 for the full control effect; mostly tested at two doses, the higher about 12 µM
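Cells plated overnight at 1500 cells/well, then exposed to library compounds with dopamine controls for 90 minutes at 37 degrees C. DiscoveRx reagent added for 30–60 minutes at room temperature; luminescence read, quantitative HTS format.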
Numbers without * were called inactive; i = inactive; ? = inconclusive; · = no result given; & = joins results of further samples; [ ] = dose if it differs, or a comment. Unless noted, calls come from the whole dose curve; as a rule, active = well fitted curve in the direction sought with a large enough effect; inconclusive = small, poorly fitted or top-dose-only effect, or another doubt; inactive = no such curve, though single readings can be large; an effect the other way counts as inactive or inconclusive. The list is partial (hit frequency here may not be typical).

SMILES	KB-V1 cytotox	aSyn rescue	D3 ag	GLP1R cytotox	PTHR1 agonist	GLP1R inv ag	TDP43 rescue	GLP-1R agonist	D3 antag
CCCn1nc(NC(=O)c2cccs2)c2cc3ccc(C)cc3nc21	-16%	·	-6	45%[activator]	-2%	29%	·	10%	17
O=C(CSc1nc2ccccc2c(=O)n1Cc1ccccc1)NCc1ccco1	-10%	0%	5	-33%	-5%[57.5 µM]	1%	-18%	3%	25
CCSc1nc2sccc2c(=O)n1-c1ccccc1	11%	18%	5	6%	-5%	?	?	19%	9
COc1ccccc1C(=O)NCCC(=O)NCC(c1ccco1)N1CCCCC1 (stereo unspecified)	?	-4%	-17	-4%	-36%[inhibitor]	0%	1%	-3%	?
CC(=NO)C1(C)CC=CCC1CO (stereo unspecified)	25%	-7%	-6	-12%	6%	15%	2%	-2%	0
CN(CC1COc2ccccc2O1)C(=O)CSc1ncnc2sccc12 (stereo unspecified)	?	10%[1.84 µM]	-13	-14%	-29%	-7%	18µM*	?	-3
Cc1ccc(-c2nnn(CC(=O)N3CCCCC3)n2)o1	6%	0%	-1	-14%	i	7%	4%	15%	9
CCOC(=O)N1CCN(C(=O)COc2ccc(S(=O)(=O)NCc3ccccc3)cc2)CC1	0%	·	-4	4%	-61%[inhibitor]	-21%	0%	0%	-10
CCOC(=O)C1CCCN(C(=O)c2cc3cc(F)ccc3[nH]2)C1 (stereo unspecified)	6%	2%	-3	1%	-34%	?	?	11%	-10
CC(NC(=O)Cn1c(=O)oc2cc(S(=O)(=O)NCc3ccccc3)ccc21)c1ccccc1 (stereo unspecified)	20%	·	6	-8%	-33%[inhibitor]	?	14%	·	·
COc1ccc(Cn2c(=S)[nH]c3ccccc32)cc1	-13%	-16%	-2	?	-18%	-25%	16%	23%	3
CCOC(=O)C(NC(C)=O)(Nc1cccc(F)c1)C(F)(F)F (stereo unspecified)	?	7%	4	8%	i	7%	22%	7%	31
Cc1ccc2nc(-c3ccc(NC(=O)CCS(=O)(=O)c4ccccc4)cc3)sc2c1	1%	-2%	12	-1%	-20%	-13%	-17%[9.22 µM]	11%	36
C/C(=N\NC(=O)NC1CCCCC1)c1ccc(Cl)s1	7%	2%	1	-2%	i	29%	17%	9%	3
Cc1ccc(N(C(=O)CNC(=O)c2ccco2)C(C(=O)NC2CCCC2)c2ccncc2)c(C)c1 (stereo unspecified)	-5%	-3%	6	-2%	-4%	-11%	-9%	5%	-2
CC(=O)C1=C(O)C(=O)N(CCC(=O)O)C1c1ccccc1Cl (stereo unspecified)	13%	0%	-6	1%	i	26%	-4%	-7%	-22
Cn1c2ccccc2c2cnn(CC(=O)Nc3ccccc3C(F)(F)F)c(=O)c21	?	·	4	1%	i	-1%	23%	·	·
CCc1ccc(N(CC)C(=O)c2cn(C)c(=O)c3cc(OC)c(OC)cc23)cc1	-17%	·	-14	-5%	i	13%	8%	1%	·
CCC(=O)Nc1sc2c(c1C(=O)OC)CCN(Cc1ccccc1)C2	1%	-1%	2	11%	-34%[inhibitor]	?	8%	12%	10
CCC(CC)C(=O)NC1CC(=O)N(c2ccc3c(c2)OCCO3)C1 (stereo unspecified)	?	·	-1	-2%	-21%	23%	-3%	2%	·
COc1ccc2nc3cc(Cl)ccc3c(Nc3cc(C(C)C)c(O)cc3C)c2c1	?	-37%[inhibitor]	-16	-17%	-39%[inhibitor]	?	-19%	9%	?
COc1ccc(/C=C2\SC(=O)N(CC(=O)NC3CCS(=O)(=O)C3)C2=O)cc1 (stereo unspecified)	?	-7%	-4	-12%	-12%	18%	10%	4%	-17
O=C(COc1ccccc1)Nc1ccccc1N1CCCCC1	-18%	-2%	3	20%	i	11µM*	6%	4%	0
COc1ccc(-c2csc3ncnc(Oc4ccc5c(C)cc(=O)oc5c4)c23)cc1	-20%	-3%	-6	1%	i	7%	-24%	-1%	-9
O=C(Nc1cc([N+](=O)[O-])ccc1O)NC1CCS(=O)(=O)C1 (stereo unspecified)	-8%	0%[1.84 µM]	-1	-30%	i	-7%	12%	-5%	-7
CCCCCCCCN1C(=O)[C@H](CC(=O)N2CCOCC2)C[C@@]2(C(=O)OC)CCCCC=C12	-36%	13%	1	-2%	i	-30%	18%	7%	0
COc1ccc2[nH]c3c(c2c1)CCN1C(=O)C(CC(=O)NCCC2=CCCCC2)C[C@H](C(=O)N2CCOCC2)[C@@]31C (stereo partly specified)	-5%	-1%	-1	-1%	i	-14%	4%	6%	-19
COc1ccc(C2=C(C)C(=O)N(Cc3ccc(C(=O)NCc4cccc(C)c4)cc3)S2(=O)=O)cc1	8%	·	-7	-14%	i	?	8%	·	·
COc1ccc(C(=O)N2CCN(c3ccccn3)CC2)cc1	-21%	·	-4	0%	i	-6%	-14%	4%	6
CSc1nc(N)c(NC(=O)c2ccc(Br)o2)c(=O)[nH]1	5%	4%	7	12%	i	38%[activator]	-2%	2%	8
N#C/C(=C/c1cn(CC(=O)O)c2ccccc12)C(=O)NCc1ccccc1	9%	-4%	-27	?	-2%	-10%	-22%	1%	?
COc1ccccc1N1CCN(Cc2ccc(C(=O)O)cc2)CC1	?	-8%	-16	-7%	i	16%	12%	-4%	-21
O=C(c1ccc(-c2ccccc2)cc1)N1CCC(C(=O)N2CCCC2)CC1	?	-13%	-5	-12%	i	-14%	20%	-1%	-3
COc1cc(OC)cc(C(=O)NC(C(=O)NNC(=O)c2cc(Cl)ccc2OC)C(C)C)c1 (stereo unspecified)	9%	3%	0	-16%	i	7%	8%	8%	12
CCOC(=O)c1ccc(Nc2nc(N)c3cc(OC)c(OC)cc3n2)cc1	-10%&15%	0%	-8&-4	?	?	?	6%&-1%	28%	29
NC(=O)C[C@@H]1NC(=O)[C@H](CCC(=O)O)NC(=O)c2cc([N+](=O)[O-])cc(I)c2OCC[C@@H](C(N)=O)NC1=O	-7%	10%	2	-14%	i	15%	13%	-3%	12
CC(=O)NC1(C(Cl)(Cl)Cl)Oc2ccccc2O1	-10%	2%	-1	-19%	-24%	-5%	-4%	1%	0
Fc1ccc(NC(=S)Nc2ccc(Br)cc2)cc1	5%	-24%	-8	?	-27%	?	22%	5%	-19
C[C@@]12C(=O)N(c3ccc(F)cc3)C(=O)N1[C@@H]1c3ccccc3OC[C@@H]1[C@H]2c1ccccc1	?	-18%	-14	-6%	14%	10µM*	-16%	0%	-11
O=C1CSC(c2ccccc2Cl)N1 (stereo unspecified)	0%	1%	1	-7%	-3%	5%	21%	8%	-3
CCc1ccc(C2=NN(CCC(=O)NC(C)CCc3ccccc3)C(=O)CC2)cc1 (stereo unspecified)	?	5%	4	-5%	-9%	?	25%	13%	12
Nn1c(SCC(=O)Nc2ccc(OC(F)F)cc2)nnc1-c1ccco1	0%	-4%	-5	2%	i	-24%	21%	-12%	9
Cc1cccc(NC(=S)NCc2ccc(F)cc2)c1	-24%	6%	-2	?	-5%	?	?	4%	4
CCn1c(CNC(=O)c2cccnc2)cc2ccccc21	?	6%	1	-5%	-14%	-12%	13%	2%	20
CCC(C)(C)NC(=O)c1ccccc1Oc1ccccc1	3%	-29%	-9	-10%	i	14µM*	-9%[9.22 µM]	13%	3
Cc1ccc(-c2nnc(Nc3cccc(O)c3)c3ccccc23)cc1S(=O)(=O)NCC1CCCO1 (stereo unspecified)	7%	·	8	-10%	-29%	7%	0%	·	·
CCN(CC)CCC(c1ccc(OC)cc1)c1c(O)cc(OC)cc1OC (stereo unspecified)	-16%	-5%	-28	-20%	i	?	7%	-2%	?

Bioassay records deposited in PubChem by National Center for Advancing Translational Sciences (NCATS).
